RAD54 inh: inhibitors of human RAD54 branch migration, primary screen, biochemical, fluorescence, single point | RAD54 Holliday junction branch migration, FAM/BHQ fluorescence | inhibition, % at 10.4 µM | 360,000 compounds, 0.14% hits | AID 602329, 2012;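 active = mean normalized replicate activity at least 40 and at least half of replicates scoring 40 or more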;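 also: 0% = median of neutral control wells and 100% = median of positive control wells; inhibitors cause a drop in the FAM fluorescence signal; in these data hits start at about 50%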
XiGFP reactiv: activators of inactive X chromosome reactivation, primary screen, imaging, XiGFP fibroblasts, GFP high-content imaging, set 2; XiGFP mouse fibroblasts, % GFP-positive cells imaging, 3 d; cells co-treated with 5-aza-dC sensitizer; scaled so ellipticine positive control = 100%; 360,000 compounds, 0.055% hits; activation, % at 7.58 µM;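 active = mean normalized replicate activation at least 10% and every replicate at or above 10%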;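 also: 0% = median of on-plate neutral control wells and 100% = ellipticine 6 µM median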
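Material: XiGFP fibroblasts, SV40-immortalized; Buffer or medium: DMEM containing 5-aza-dC; Compound dosing: single point; Times: 3 days compound exposure.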
esBAF inh: Bmi1 luciferase reporter increase in mESCs, primary screen, esBAF inhibitor project, mouse ES cells, Bmi1 luciferase knock-in, single point; 24 h; 100% = twice the neutral-well signal; reporter increase, % at 12.5 µM; 350,000 compounds, 2% hits; in the data active = activation above about 40%;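 also: 0% = median of the plate's neutral control wells and 100% = double that signal; a rise in the Bmi1 reporter signal indicates esBAF inhibition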
RAD52 inh: RAD52 DNA annealing inhibitors, primary screen, biochemical, FRET, single point, set 2; DNA repair protein RAD52 homolog (Homo sapiens), P43351; 360,000 compounds, 0.46% hits; recombinant RAD52 DNA annealing, FRET fluorescence; inhibition, % at 18.7 µM; AID 651710, 2012;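 active = every replicate showing at least 50% inhibition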
Target sequence (P43351 whole entry, looked up): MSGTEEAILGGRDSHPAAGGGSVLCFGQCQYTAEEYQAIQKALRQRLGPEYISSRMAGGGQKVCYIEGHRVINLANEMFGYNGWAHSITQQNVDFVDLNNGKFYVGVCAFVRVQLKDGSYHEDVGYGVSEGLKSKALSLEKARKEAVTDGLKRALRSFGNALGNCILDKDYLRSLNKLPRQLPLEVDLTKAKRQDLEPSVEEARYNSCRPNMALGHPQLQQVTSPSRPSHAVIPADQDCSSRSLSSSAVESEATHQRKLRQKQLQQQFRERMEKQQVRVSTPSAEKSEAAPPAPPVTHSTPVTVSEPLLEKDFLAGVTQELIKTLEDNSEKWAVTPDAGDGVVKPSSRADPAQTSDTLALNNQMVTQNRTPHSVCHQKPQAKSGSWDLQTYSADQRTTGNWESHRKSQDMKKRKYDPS
CFTR F508del cor: F508del CFTR correction, initial screen, CFBE line, single point; CFBE cells, YFP halide quenching; stimulated with forskolin plus potentiator P3; % fluorescence drop versus neutral controls; activity (quench increase), % at 7.58 µM; 350,000 compounds, 0.36% hits; AID 720511, 2013;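 active = mean added fluorescence quench of at least 8% versus neutral control, with both replicates also reaching 8%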;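 also: cells transiently co-express mutant CFTR-F508del with the halide-sensitive YFP; corrector assay measuring rescue of mutant channel to the surface after 24 h compound exposure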
GSIS activator: GLuc luminescence reporter in INS-1E cells, primary screen for activators of glucose-dependent secretion of insulin. INS-1E GLuc reporter insulin secretion, 2-3 h. activation, % at 16.6 µM. 370,000 compounds, 0.61% hits. AID 743287, 2014;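 active = lowest replicate activation of at least 40%, so every replicate reaches that level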;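 also: 0% = median of neutral control wells and 100% = median of IBMX positive control wells; some compounds called inactive have numbers as strong as hits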
ARNT-TACC3 inh: disruptors of ARNT/TACC3 protein interaction, primary screen, biochemical, AlphaScreen, single concentration; Transforming acidic coiled-coil-containing protein 3 (Homo sapiens), Q9Y6A5; AlphaScreen His-ARNT PAS-B/GST-TACC3 binding, luminescence; TACC3 fragment carries E629A point mutation; inhibition, % at 9.99 µM; 390,000 compounds, 0.66% hits;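 active = mean inhibition of replicates at least 50% and at least half of replicates each reaching 50%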;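 also: 0% = complete ARNT plus TACC3 wells and 100% = ARNT alone without TACC3; many hits fall short of the cut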
ERAP1 HTS inh: human ERAP1 aminopeptidase inhibitors, primary screen, biochemical, single point, plate reader; Endoplasmic reticulum aminopeptidase 1 (Homo sapiens), Q9NZ08; recombinant ERAP1, Leu-AMC fluorescence, 60 min; inhibition, % at 10.7 µM; 340,000 compounds, 0.15% hits; AID 652197, 2013;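 active = mean replicate inhibition of at least 30%, or all replicates individually reaching that 30% level; inactive = mean below 30% and not every replicate reaching it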;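 also: 0% = neutral control wells and 100% = L-leucinethiol positive control wells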
* = called active by the depositor; nt = no result given.

SMILES	RAD54 inh	XiGFP reactiv	esBAF inh	RAD52 inh	CFTR F508del cor	GSIS activator	ARNT-TACC3 inh	ERAP1 HTS inh
Fc1ccc(N=Cc2ccc[nH]2)cc1	-7	0.0	-8	3	-0.2	12	-7	2
CNC[C@@H]1Oc2cc(-c3ccccc3F)ccc2S(=O)(=O)N([C@@H](C)CO)C[C@H]1C	2	0.5	-1	3	0.6	1	3	0
CC(C)(C)c1ccc(C2=CC(c3ccccc3F)n3ncnc3N2)cc1 (centres undefined)	-4	0.4	40	-20	3.3	-33	nt	-10
O=C(O)C(NC(=O)C1CCCN1C(=O)OCc1ccccc1)c1ccccc1 (centres undefined)	5	0.0	5	-10	3.6	7	-8	-4
Cc1cccc(/C=N\NC(=O)c2ccc(Cl)cc2)c1O	nt	4.6	nt	-5	1.7	14	10	2
Cc1ccc(NC(=O)C(OC(=O)c2ccc(F)cc2)c2ccccc2)cc1Cl (centres undefined)	-2	0.0	nt	-15	nt	24	-4	-1
Cc1cc(=O)n2nc(N3CCC(C(=O)Nc4c(F)c(F)c(F)c(F)c4F)CC3)sc2n1	-4	0.2	-3	-6	3.4	23	2	3
COc1ccc(C2CC(c3cccc(OC)c3)n3nc(N)nc3N2)cc1 (centres undefined)	-7	0.3	4	-7	1.9	25	nt	nt
FC(F)(F)c1ccccc1-n1c(CN2CCCCC2)n[nH]c1=S	nt	1.6	-6	-8	2.8	-12	2	1
C[C@H](CO)N1C[C@H](C)[C@H](CN(C)Cc2cccnc2)Oc2cc(-c3cncnc3)ccc2S1(=O)=O	-6	-0.4	-3	3	1.6	5	-2	1
O=C(Nc1ccc2c(c1)OCO2)N[C@H]1C=C[C@H](CC(=O)N2CCN(c3ccccc3)CC2)O[C@H]1CO	3	-0.1	3	1	1.5	-9	6	-3
CCCN1C(=O)N(c2cccc(C)c2)C(C)(O)CC1(C)C (centres undefined)	4	-0.2	-14	-5	0.2	0	nt	2
COc1ccc(S(=O)(=O)N(CC(=O)NCc2cccnc2)c2ccc(C)cc2)cc1OC	-2	0.6	0	-5	0.3	10	6	-4
CCN(CC)C(=O)CC(c1ccccc1)c1ccco1 (centres undefined)	-6	nt	-6	nt	nt	4	-1	nt
COc1ccc(NC(=O)CC(c2ccccc2)c2ccco2)cc1 (centres undefined)	-3	0.1	17	-14	0.6	-3	0	0
C/C(=N/NC(=O)CNC(=O)c1cccnc1)c1ccc([N+](=O)[O-])cc1	-2	0.6	20	-9	1.2	-4	-12	-1
COc1ccc(/C=N/NC(=O)c2ccc(Br)cc2)cc1Cn1cc(Cl)cn1	nt	0.3	nt	-11	-0.2	-2	nt	-6
COc1ccc(NC(=O)CSc2nc(C)cs2)c(OC)c1	0	0.0	-3	-10	1.0	7	1	nt
CCNC(=O)CN(c1ccc(F)cc1)S(=O)(=O)c1ccc2c(c1)OCCO2	1	0.5	-11	-15	-1.0	10	0	-1
C#CCn1cc(/C=N/NC(=O)COc2cccc3cccnc23)c2ccccc21	-4	0.0	nt	nt	nt	0	-11	nt
COc1ccccc1N1CCN(C(=O)C2CCN(S(=O)(=O)c3ccc4c(c3)CC(C)N4C(C)=O)CC2)CC1 (centres undefined)	10	0.0	2	-5	-1.4	-18	0	-4
COc1ccc(C(=O)Nc2ccc(C(=O)N3CCCC3)cc2)cc1[N+](=O)[O-]	2	0.3	nt	-13	-3.9	10	11	0
CN(c1cccc(NC(=O)c2ccccc2N(C)S(C)(=O)=O)c1)S(C)(=O)=O	12	nt	-2	nt	nt	9	-3	nt
CC(C)c1ccccc1NC(=S)NCc1ccncc1	nt	0.0	nt	-2	-1.5	2	1	-2
CN(Cc1ccccc1)C(=O)c1cc2ccccc2o1	nt	nt	nt	-5	1.6	1	-3	-1

The list goes on (4 carried over from the part before).
SMILES	RAD54 inh	XiGFP reactiv	esBAF inh	RAD52 inh	CFTR F508del cor	GSIS activator	ARNT-TACC3 inh	ERAP1 HTS inh
COc1ccc(C(=O)Nc2ccc(C(=O)N3CCCC3)cc2)cc1[N+](=O)[O-]	2	0.3	nt	-13	-3.9	10	11	0
CN(c1cccc(NC(=O)c2ccccc2N(C)S(C)(=O)=O)c1)S(C)(=O)=O	12	nt	-2	nt	nt	9	-3	nt
CC(C)c1ccccc1NC(=S)NCc1ccncc1	nt	0.0	nt	-2	-1.5	2	1	-2
CN(Cc1ccccc1)C(=O)c1cc2ccccc2o1	nt	nt	nt	-5	1.6	1	-3	-1
CCC(=O)N1c2ccc(S(=O)(=O)N3CCN(c4ccc([N+](=O)[O-])cc4)CC3)cc2CC1C (centres undefined)	-4	0.0	-13	-9	0.4	1	1	1
CCN(CC)CCN1C(=O)C(O)=C(C(C)=O)C1c1ccccc1[N+](=O)[O-] (centres undefined)	-10	0.0	nt	-18	-1.7	nt	4	1
O=C(COC(=O)/C=C/c1cccs1)Nc1ccc(Cl)cc1F	nt	0.0	nt	2	0.7	5	1	-3
O=C(C[C@@H]1CC[C@H]2NC[C@@H](O)COC[C@@H]2O1)NCCc1ccccc1	5	-0.1	-3	-3	-2.4	25	1	-3
C[C@@H]1CN([C@H](C)CO)S(=O)(=O)c2ccc(C#Cc3ccccc3F)cc2O[C@@H]1CN(C)C(=O)Cc1ccncc1	-8	-1.0	-2	6	-1.6	-12	-1	3
CC(C)NC(=O)C1(C)Cc2c(-c3ccc(N(C)C)cc3)ccnc2O1 (centres undefined)	-6	0.1	-2	-11	-3.0	-3	nt	10
COc1ccc(C(=O)N2CCC(C(N)=O)CC2)cc1S(=O)(=O)N1CCCC1	-8	0.0	-8	-8	-1.1	9	2	0
COc1ccc(C2C3=C(CC(C)(C)CC3=O)N(CCN3CCOCC3)C3=C2C(=O)CC(C)(C)C3)cc1	4	0.5	-2	-7	3.2	nt	-2	-26
Nc1nc2c(ncn2[C@@H]2O[C@H](C(=O)N[C@H](Cc3ccccc3)C(=O)NC3CCCCC3)[C@@H](O)[C@H]2O)c(=O)[nH]1	nt	0.5	nt	3	-6.0	nt	nt	4
O=C(/C=C/c1ccc(Cl)cc1)NC1CC2CCC1C2 (centres undefined)	-1	0.0	31	-15	-0.7	5	3	1
CCCCNC(=O)CNC(=O)c1nn(-c2ccc(OC)c(Cl)c2)c(=O)c2ccccc12	nt	0.0	nt	-4	0.2	0	0	3
C[C@@H]1CN([C@H](C)CO)C(=O)c2cc(NC(=O)CCC(F)(F)F)ccc2O[C@H]1CN(C)Cc1ccc(C(=O)Nc2ccccc2N)cc1	nt	-0.1	nt	12	0.2	20	nt	0
O=C(NCCN1CCN(S(=O)(=O)c2ccc([N+](=O)[O-])cc2)CC1)C(=O)Nc1ccccc1	-1	0.1	-1	-14	-1.8	8	-4	-1
COc1ccc(F)cc1-c1cc(NC(C)=O)c2ncc(-c3cc(OC)c(OC)c(OC)c3)n2c1	2	0.4	-11	-4	2.0	-17	nt	-2
O=C(CC1Nc2ccccc2NC1=O)NC1CCCCC1 (centres undefined)	0	nt	-1	-35	nt	13	-5	5
O=C(NCC1CC1)c1ccc(-n2ccnc2)c2ccoc12	-6	-0.1	6	-12	-4.8	nt	nt	2
COCCNC(=O)C(C)OC(=O)C1=Cc2ccccc2OC1 (centres undefined)	nt	-0.6	nt	7	4.8	-3	-1	-1
COCCNc1nc(-c2ccc(OC)cc2C)c2sc(-c3ccccc3)cc2n1	4	0.5	-11	-3	-2.8	28	nt	19
COc1ccc(NS(=O)(=O)c2ccc(-c3cnc(C4CC4)o3)cc2)cc1OC	-1	0.3	-30	-3	3.5	-32	-1	2
C[C@@]12C(=O)N(Cc3ccco3)CC(=O)N1[C@H]1c3cc(Cl)ccc3OC[C@@H]1[C@@H]2c1ccccc1	11	0.1	-3	-82	1.4	-18	1	-2
Cc1ccc(C2(O)C(=O)c3ccccc3C2=O)c(O)c1C	-3	0.1	nt	0	-2.3	-9	-2	0
Cc1c(C(=O)NN)nc2ccccn12	nt	0.1	nt	-3	nt	8	nt	5
COc1ccc(CN2CCC(=O)N([C@H](CO)Cc3ccccc3)CC2)cc1OC	-1	0.0	6	2	2.1	-4	-2	nt
C[C@H](CO)N1C[C@H](C)[C@H](CN(C)S(C)(=O)=O)Oc2ccc(NS(=O)(=O)c3ccc(Cl)cc3)cc2CC1=O	3	0.0	4	-1	-0.9	9	-8	0
Cc1ccc(-n2ncc3c2CC(C)(C)CC3NC(=O)c2ccccn2)cc1 (centres undefined)	16	0.0	11	-10	0.4	-36	1	-4
The list goes on:
SMILES	RAD54 inh	XiGFP reactiv	esBAF inh	RAD52 inh	CFTR F508del cor	GSIS activator	ARNT-TACC3 inh	ERAP1 HTS inh
C[C@H](CO)N1C[C@H](C)[C@H](CN(C)S(=O)(=O)c2cccs2)Oc2c(NC(=O)CCCCCC(=O)Nc3ccccc3N)cccc2C1=O	nt	0.3	nt	-14	1.9	12	nt	2
CCc1c(C)nc(SCC(=O)N2CCCCC2C)[nH]c1=O (centres undefined)	nt	0.3	nt	-5	1.4	13	-2	-2
CC(=O)NC1CCN(CC(=O)Nc2cccc([N+](=O)[O-])c2)CC1	-2	0.0	-7	-7	0.4	3	-5	nt
C/C=C/c1ccc([C@@H]2[C@H](CO)N(C(=O)C3CCCC3)C23CN(S(C)(=O)=O)C3)cc1	nt	0.1	nt	-92	3.8	-13	nt	-12
C[C@H](CO)N1C[C@H](C)[C@@H](CN(C)C)Oc2ccc(NC(=O)c3ccncc3)cc2CC1=O	5	-1.4	2	-12	-0.4	1	-7	0
Cc1ccc(-c2noc(CN3CCN(c4ccccc4F)CC3)n2)cc1	-8	0.0	0	8	-0.3	nt	-2	-2
O=C(C[C@H]1CC[C@@H]2[C@H](COC[C@H](O)CN2CCC(F)(F)F)O1)NCC1CC1	10	0.1	-4	-11	-1.1	16	-4	-2
COCCn1c(C)cc(/C=C2\NC(=S)N(C)C2=O)c1C	nt	0.0	nt	-8	nt	-7	-1	10
O=C(Nc1nc(-c2ccccn2)cs1)c1ccccc1-n1cnnn1	-4	0.0	-7	-17	-3.6	1	25	-4
CNC(=O)c1ccc(-c2nc(-c3ccccc3)cs2)cc1	nt	0.4	52*	-12	-0.3	-1	-4	1
Cc1c(NS(=O)(=O)c2cc(NC(=O)CCN3CCCC(C)C3)ccc2Cl)c(=O)n(-c2ccccc2)n1C (centres undefined)	-9	0.3	0	-5	-1.2	-4	5	-1
C[C@H]1CCCCO[C@H](CN(C)CC2CCCCC2)[C@@H](C)CN([C@@H](C)CO)C(=O)c2cc(NS(=O)(=O)c3cn(C)cn3)ccc2O1	-6	-0.9	8	16	0.5	7	0	-1
C[C@H](CO)N1C[C@H](C)[C@@H](CN(C)S(C)(=O)=O)Oc2ncc(C3=CCCC3)cc2C1=O	2	0.0	-5	1	2.3	13	8	-3
Cc1cc(NC(=O)Nc2ccc(F)c(Cl)c2)no1	4	nt	17	nt	nt	-4	-11	nt
COc1ccccc1-n1nnnc1SCc1ccccc1	-6	nt	1	nt	nt	14	-8	nt
Oc1ccc(-c2n[nH]c(=S)n2-c2ccc3c(c2)OCCO3)cc1	nt	0.2	nt	-9	0.9	7	nt	6
Cc1ccc(N2Cc3ccccc3OC(C)C2=O)cc1 (centres undefined)	-4	0.0	6	-9	2.1	-3	-9	1

Assay outcomes from PubChem.
